# TbPYK inhibitor: blocks Trypanosoma brucei pyruvate kinase; 410,000 tested, 0.12% active; Q57TT1; Potency, µM (doses to about 76.8 µM), without a hit: at the top dose activity, negative = inhibition, usual class: inhibitors; TbPYK enzyme, Kinase-Glo Plus ATP luminescence, 45 min; active = well fitted inhibition curve with a large enough effect; inconclusive = small, poorly fitted or top-dose-only effect; also: nearly all actives have a fitted effect of over 50% in size
#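 Assay buffer: 50 mM TEA pH 7.2, 100 mM KCl, 10 mM MgCl2, 0.05% BSA, 0.01% Tween-20. Pyruvate kinase from T. brucei plus substrate met compound, then ADP (130 uM final). Luminescence was read post 45 min RT.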
# Numbers without * were called inactive; u = inconclusive; [ ] = another dose, or the depositor's remark. % is scaled to controls: 0 for no effect and ±100 for the full control effect; potency is read from the fitted curve at half-maximal effect.
SMILES,TbPYK inhibitor
CC(=O)Nc1nonc1-c1nnc(SCC(=O)Nc2cc(C)cc(C)c2)n1-c1ccccc1,-4.6%
CCN(CC(=O)Nc1ccc2c(c1)OCCO2)C(=O)/C=C/c1cc(Br)ccc1OC,-10.7%
CCCNC(=O)C1(C)CCN(C(=O)c2ccc3ccccc3c2)C1 (stereo unspecified),-10.8%
COc1ccc(N2CCN(C(=O)C3CCCN(S(=O)(=O)c4ccc5c(c4)CCCN5C(C)=O)C3)CC2)cc1 (stereo unspecified),4.8%
COc1ccc(CNCCCSc2nnnn2-c2ccccc2)cc1,0.6%
O=C(CCC(C(=O)c1ccccc1)c1ccccc1)c1ccccc1 (stereo unspecified),2.3%
Cc1cccc(NC(=O)c2cc(S(=O)(=O)NCc3ccc4c(c3)OCO4)ccc2F)c1C,-5.3%
COc1cc(OC)c(C(=O)NCc2nc(-c3ccccc3)no2)cc1OC,2.5%
COc1ccc(NC(=O)c2cc(=O)[nH]c3ccccc23)cc1S(=O)(=O)N1CCOCC1,1.5%
COc1ccc(Cn2c(SCC(N)=O)nc3c(sc4ccccc43)c2=O)cc1,0.5%
S=C(NCCc1ccccc1)N1Cc2cc(Br)ccc2-n2nncc2C1,7.0%
CCOC(=O)C1CCCN(S(=O)(=O)c2csc(C(N)=O)c2)C1 (stereo unspecified),-6.4%
CCc1nc2c(OCCc3cccc(OC)c3)cccn2c1N(C)C(=O)c1ccc(C)cc1,0.3%
COc1ccc(-n2cnnc2SCC(=O)NC2CC2)cc1,-3.3%
CCOC(=O)c1ccc2[nH]c(CSc3nnc(-c4cccc(F)c4)n3C)cc(=O)c2c1,1.9%
COc1ccc(Oc2nc3c(c(=O)n(C)c(=O)n3C)n2Cc2ccc(Cl)cc2Cl)cc1,-9.4%
O=C(C=Cc1ccccc1F)c1ccccc1,-7.7%
CN1/C(=C/C=C/c2n(C)c3cc([N+](=O)[O-])c([N+](=O)[O-])cc3[n+]2C)C(C)(C)c2ccccc21,u
CCCC1NC(=O)c2cccnc2-n2c1nc1ccc(C)cc1c2=O (stereo unspecified),-6.7%
COc1ccc2c(Sc3ccccc3)c(C(=O)NCC(C)c3ccccc3)[nH]c2c1 (stereo unspecified),2.9%
NC1=NC(c2cc(F)cc(F)c2)n2c(nc3ccccc32)N1 (stereo unspecified),4.1%
CC(=O)c1cccc(NC(=O)CSc2nc(=O)n(Cc3cccnc3)c3c2CCC3)c1,-3.0%
CC(=O)Nc1ccc(NCCc2ccco2)cc1,-3.9%
CCN1CCN(C(=O)c2ccc3c(c2)N(Cc2cc(C)ccc2C)C(=O)c2ccccc2S3(=O)=O)CC1,3.6%
CCOc1ccc(Cl)cc1-c1cc(C(=O)NCc2ccccc2OC)[nH]n1,2.8%
O=C(Nc1ccc(F)c(Cl)c1)C1CCN(S(=O)(=O)c2ccc3c(c2)CCCN3C(=O)C2CCC2)CC1,2.2%
COc1ccc(-c2nn(C)c3sc(C(=O)N4CCN(c5cccc(C)c5C)CC4)cc23)cc1OC,-5.3%
Cc1ccc(C2c3c(oc4ccccc4c3=O)C(=O)N2c2ccc(C)cn2)cc1 (stereo unspecified),0.0%
COc1cccc(CNC(=O)Cc2c(C(=O)O)c(C)cn2C)c1,1.5%
COc1cccc(CC(=O)Nc2ccc3nc(Nc4cccc(C(F)(F)F)c4)cc(C)c3c2)c1,-13.9%
COc1cccc(CNC(=O)c2ccc3c(c2)nc2n3CCOC2)c1OC,-1.7%
CC(C)c1ccc2oc(-c3cccc(NC(=O)c4ccc5c(c4)OCCO5)c3)nc2c1,9.1%
Cc1cc(S(=O)(=O)Nc2cc3c(cc2C)n(C)c(=O)c(=O)n3C)ccc1F,2.3%
CC(C)NC(=O)C1(C)CCN1C(=O)c1ccc(F)c(Cl)c1 (stereo unspecified),1.2%
CCc1c(C)sc2c1CCN(C(=O)Nc1cc(C)ccc1OC)C2c1ccc(F)cc1 (stereo unspecified),0.1%
COc1ccc(NC(=O)Nc2nnc(SCC(=O)Nc3cccc(C)c3C)s2)cc1,-4.5%
COc1ccc(C(=O)NCCn2cc(SCC(=O)NCCc3ccc(OC)c(OC)c3)c3ccccc32)cc1,-2.3%
CCn1c(NCc2cccc(Cl)c2)nc2ccccc21,0.7%
Cc1cc(O)c(CN2CCN(c3ccccc3)CC2)c2oc(=O)cc(C)c12,-5.9%
CCOc1ccc(OCC(=O)Nc2cc(Cl)ccc2-n2cncn2)cc1,-5.7%
CCc1ccccc1NC(=O)CCCN1C(=O)CCn2nc(-c3cn(C)c4ccccc34)cc21,-2.4%
CSc1cccc(NC(=O)C2CCN(c3nc4ccccc4[nH]3)CC2)c1,-0.1%[15.4 µM]
CCOc1cc(C2C(C(=O)Nc3ccccc3)=C(C)Nc3ncnn32)cc(Br)c1O (stereo unspecified),-12.5%
COc1ccccc1C(=O)NCc1ccc2c(c1)CCN2C(=O)c1cccc(C)c1,3.3%
CCOc1ccc(NC(=O)c2oc3ccccc3c2NC(=O)c2c(F)cccc2F)cc1,1.1%
COc1ccc(CNC(=O)CSc2ncc3c(n2)-c2cc(Cl)ccc2N(C)S3(=O)=O)cc1,-2.7%
Cc1cccc(C(O)c2ncc(-c3ccccc3Cl)[nH]2)c1C (stereo unspecified),0.1%
O=C(Nc1nc2ccccc2s1)c1cccn(Cc2ccccc2)c1=O,-1.9%
Cc1ccc(S(=O)(=O)N2CCCCC2)cc1NC(=O)CCNC(=O)c1ccccc1Cl,-4.0%
COc1cc(CNc2ncnc3c2ncn3[C@H]2CN(Cc3ccc(F)cc3)C[C@@H](CO)O2)cc(OC)c1OC,3.3%
COc1ccc2c(c1)-c1nc(NC(=O)c3ccc(C)cc3)sc1CC2,3.1%
CCCCCCCCN1C(=O)[C@H](CC(=O)N2CCSCC2)C[C@@]2(C(=O)OCC)CCCC=C12,-8.9%
CC1(C(=O)NS(=O)(=O)c2cccs2)CCN1C(=O)C1CCCCC1 (stereo unspecified),6.5%
CC(C)c1ccc(NC(=O)CN2C(=O)C3(SCC(=O)N3c3ccc(F)cc3)c3ccccc32)cc1 (stereo unspecified),2.2%
COc1cccc(-c2ccc3c(c2)O[C@@H](CN(C)Cc2cncnc2)[C@@H](C)CN([C@H](C)CO)S3(=O)=O)c1,-3.9%
Cc1nn(-c2ccccc2)c(OC(=O)c2ccccc2)c1S(=O)(=O)c1ccccc1,-5.2%
Cc1cc2[nH]c(=O)c(=O)[nH]c2cc1S(=O)(=O)NCC(C)c1ccccc1 (stereo unspecified),-6.8%
CC(C)(C)OC(=O)N1CCC(c2c(C(=O)O)cnn2-c2ccc(F)cc2F)CC1,-4.0%
Cc1nc(C(F)(F)F)ccc1C(=O)N1CCC1(C)C(=O)NS(=O)(=O)c1c(C)noc1C (stereo unspecified),-1.6%
Cc1nc(-c2ccccc2)sc1-c1ccc(SCC(=O)NCc2ccc(Cl)cc2)nn1,-6.5%
# New compounds follow.
SMILES,TbPYK inhibitor
Cc1ccccc1C(=O)Nc1nnc(SCc2cc(=O)c3c(C)ccc(C)c3[nH]2)s1,-4.4%
COc1cc(Cl)c(C)cc1NC(=O)CSc1cc(=O)n(C)c2cc(Cl)ccc12,0.9%
Cc1nc2ccccn2c(=O)c1NC(=O)c1ccccc1Cl,1.8%
COc1ccccc1-c1cncc(NC(C)=O)n1,-4.6%
Cc1ccc(S(=O)(=O)N(CCCc2c(C)nc(N)[nH]c2=O)Cc2ccc([N+](=O)[O-])cc2)cc1,0.5%
CCOC(=O)N1CCN(Cc2nc3cc(NC(C)=O)ccc3n2C(C)C)CC1,-0.8%
C=Cc1ccc(Cn2c(C(=O)O)c(CNCc3ccc(F)cc3)c3ccc(C)cc32)cc1,-7.0%
COc1cccc(C(C)(O)c2nc(-c3cnc4ccccc4c3)cs2)c1 (stereo unspecified),-2.7%
Cc1[nH]c2ccc(C(=O)NCCc3ccccc3Cl)cc2c1C,4.0%
CCCCNC(=O)C1(C)CCN1C(=O)c1csnn1 (stereo unspecified),5.7%
CCOC(=O)[C@]12CCCC=C1N(Cc1cccc3ccccc13)C(=O)[C@H](CC(=O)NCCCCc1ccccc1)C2,1.0%
COc1cc(/C=C/CN2CCC(C(=O)NC(c3ccc(F)cc3)c3ccc4ccccc4n3)CC2)ccc1OC(C)=O (stereo unspecified),4.1%
Cc1onc(-c2c(F)cccc2Cl)c1C(=O)Oc1ccccc1,2.5%
Cc1c(-c2ccccc2)c(=O)oc2c(CN3CCN(C)CC3)c(O)ccc12,9.6%
CCc1cc(C(=O)Nc2cnn(Cc3ccccc3C)c2)no1,4.4%

# Retrieved by compound from the list above (6):
SMILES,TbPYK inhibitor
COc1cc(/C=C/CN2CCC(C(=O)NC(c3ccc(F)cc3)c3ccc4ccccc4n3)CC2)ccc1OC(C)=O (stereo unspecified),4.1%
C=Cc1ccc(Cn2c(C(=O)O)c(CNCc3ccc(F)cc3)c3ccc(C)cc32)cc1,-7.0%
Cc1ccccc1C(=O)Nc1nnc(SCc2cc(=O)c3c(C)ccc(C)c3[nH]2)s1,-4.4%
CCOC(=O)[C@]12CCCC=C1N(Cc1cccc3ccccc13)C(=O)[C@H](CC(=O)NCCCCc1ccccc1)C2,1.0%
Cc1ccc(S(=O)(=O)N(CCCc2c(C)nc(N)[nH]c2=O)Cc2ccc([N+](=O)[O-])cc2)cc1,0.5%
CCCCNC(=O)C1(C)CCN1C(=O)c1csnn1 (stereo unspecified),5.7%

# Going on with the list:
SMILES,TbPYK inhibitor
O=C(c1ccc(CS(=O)Cc2ccc(Cl)cc2)o1)N1CCN(C2CCCCC2)CC1 (stereo unspecified),-1.4%
CCC(C)NS(=O)(=O)c1ccc(N2CCCCS2(=O)=O)cc1 (stereo unspecified),2.4%
COc1ccccc1NC(=O)C1=C(C)Nc2nc(SCc3ccccc3Cl)nn2C1c1ccncc1 (stereo unspecified),-5.4%
O=C(Nc1cc(Cl)ccc1O)c1cc(-c2ccc3c(c2)OCO3)on1,1.7%
COc1ccc(NC(=O)Cc2csc(COc3cccc(C)c3)n2)c(OC)c1,0.0%
Cc1ccc2c(c1)sc1nc(-c3cc4cc(Cl)ccc4oc3=O)cn12,-2.6%
CCCNC(=O)C1(C)CCN(C(=O)c2cccc(Cl)c2)C1 (stereo unspecified),7.1%
CCOC(=O)c1c(C)[nH]c(C(=O)OC(C)C(=O)Nc2ccc(C)cc2)c1C (stereo unspecified),-0.2%
CCOc1ccc(C(=O)N2CCN(Cc3cc(=O)n4nc(-c5cccc(OC)c5)sc4n3)CC2)cc1,0.4%
Cc1cncn1CCc1nc2c3ccccc3nc(SCC(=O)Nc3ccccc3F)n2n1,-6.9%
Cc1ccc(C)c(NC(=O)CN2C(=O)C3CC=CCC3C2=O)c1 (stereo unspecified),3.8%
Cc1ccccc1C(=O)Nc1sc2c(c1C(=O)N1CCC(C)CC1)CCC(C)C2 (stereo unspecified),2.4%
N#Cc1nc(/C=C/c2ccc(F)cc2)oc1N1CCN(c2ccccc2)CC1,-0.5%
Cc1cccc(Nc2nnc(-c3ccc(C)c(S(=O)(=O)N4CCOCC4)c3)c3ccccc23)c1,1.4%
CCOc1ccc2nc(N3CCCC(C(=O)NCCCOC)C3)sc2c1 (stereo unspecified),-8.7%

# Some of the entries so far, as labelled records:
> Cc1ccc(C)c(NC(=O)CN2C(=O)C3CC=CCC3C2=O)c1 (stereo unspecified)
- TbPYK inhibitor: 3.8%

> Cc1ccccc1C(=O)Nc1sc2c(c1C(=O)N1CCC(C)CC1)CCC(C)C2 (stereo unspecified)
- TbPYK inhibitor: 2.4%

> N#Cc1nc(/C=C/c2ccc(F)cc2)oc1N1CCN(c2ccccc2)CC1
- TbPYK inhibitor: -0.5%

> Cc1cccc(Nc2nnc(-c3ccc(C)c(S(=O)(=O)N4CCOCC4)c3)c3ccccc23)c1
- TbPYK inhibitor: 1.4%

# The results go on:
SMILES,TbPYK inhibitor
O=S(=O)(c1ccc(F)cc1)N1CCC(Oc2cccc(C(F)(F)F)c2)CC1,24.9%
O=C(NCCc1ccccc1)c1cc(-c2ccc(Br)cc2)on1,-0.1%
CSc1cccc(NC(=O)N2CCN(S(=O)(=O)c3ccc4c(ccn4C)c3)CC2)c1,-0.8%
CCOc1ccc(NS(=O)(=O)c2ccc3[nH]cc(C(=O)NCc4ccccc4)c(=O)c3c2)cc1,2.1%
O=C(CC1NCCNC1=O)Nc1cccc(F)c1 (stereo unspecified),-2.5%
COc1ccccc1Nc1c2c(nc3ccc(NC(=O)c4cccc(F)c4)cc13)CCCC2,4.9%
Cc1cccc(NC(=O)c2c(NC(=O)c3ccco3)sc3c2CCC(C)C3)c1 (stereo unspecified),-0.3%
COc1ccccc1C(=O)Nc1c(C(=O)Nc2ccccc2F)oc2ccccc12,1.9%
CC(C)C[C@H]1CN(CCCC[C@H]2CNC(=O)C(=O)N2CC2CCCCC2)C(=O)C(=O)N1Cc1ccccc1,2.0%
CCOc1ccccc1NC(=O)C1CCN(S(=O)(=O)c2ccc(Br)cc2)CC1,10.6%
Cc1cc(C)c2c(=O)n3c(nc2c1)C(Cc1ccc(O)cc1)NC(=O)c1cc2ccccc2cc1-3 (stereo unspecified),-7.3%
C[C@H](O)C#Cc1ccc2c(c1)O[C@@H](CN(C)Cc1ccc(-c3ccccc3)cc1)[C@H](C)CN([C@@H](C)CO)S2(=O)=O,-10.5%
COc1ccc(Cn2c(=O)c3oc4ccccc4c3n(Cc3cccc(C)c3)c2=O)cc1,0.7%
Cc1ccc(S(=O)(=O)N2[C@H](c3ccccc3)CC(=O)[C@@H]3CN(S(=O)(=O)c4ccccc4)[C@H](c4ccccc4)C[C@@H]32)cc1,-11.2%
OC[C@@H]1CN(Cc2ccccc2)C[C@H](n2cnc3c(N4CCOCC4)ncnc32)O1,0.7%
O=C(c1cc(-c2ccc(Cl)cc2)on1)N(Cc1cccc(F)c1)Cc1ccco1,4.3%
CC(C)(C)S(=O)N1Cc2cc(C(=O)O)nc(-c3cccc(-c4cc5ccccc5o4)c3)c2[C@H]1CCO (stereo partly specified),-0.1%
Cc1cc(NC(=O)c2ccc(-c3ccc(Cl)cc3)o2)cc(-c2nc3ncccc3o2)c1O,-2.8%

# Not all compounds are listed; the hit share may differ from the screen's.
